High-throughput results: PubChem, several laboratories
MBD2 inh – blocks human MBD2 binding to methylated DNA. TR-FRET, MBD2 binding to methylated oligonucleotide. AID 686964. 0.31% of 370,000 active. inhibition, % at 4.4 µM. Q9UBB5; in the data active = inhibition above about 13%
hgDAF-12 ag – agonists of H. glycines DAF-12 nuclear receptor. HEK293 GAL4-hgDAF12 UAS-luciferase reporter, agonist luminescence; normalized to butyrate control. activation, % at 6.8 µM. 1.8% of 370,000 active;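 active = activation above a cutoff set at the mean of all screened compounds plus 3 SD, cut at about 10% in these data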;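 also: 0% = DMSO wells and 100% = sodium butyrate wells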
Rev-erbA mod – modulates human Rev-erb alpha binding to DNA | Rev-erbα–FITC-DNA binding, fluorescence polarization, 90 min | P20393 | activity, % at 10 µM | 0.79% of 370,000 active;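 active = activity above about 14%, limit read from the data; passing the limit was not always enough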;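 also: 0% = DMSO wells with 35 nM protein and 100% = DMSO wells with 750 nM protein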
hcDAF-12 act – H. contortus DAF-12 activation, primary screen | 1.4% of 370,000 active | activation, % at 6.8 µM | HEK293 hcDAF-12 lit1-tk-luc reporter, luminescence; 0% DMSO, 100% Δ7-dafachronic acid;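 active = activation above the mean of all tested compounds plus 3 SD, cut at about 5.5% in these data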;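 also: 100% = response to 3 µM Δ7-dafachronic acid high control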
SMARCA2 activ – increases SMARCA2 function in MMTV reporter cells; activation, % at 9.1 µM; AID 652017; 1% of 370,000 active; MG213 cells, MMTV-luciferase reporter, dexamethasone, overnight; in the data active = activation above about 7.8%;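 also: 0% = vehicle wells and 100% = reference activator wells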
DAX1 inh-1 – DAX1 (NR0B1) inhibition, primary screen. inhibition, % at 6.8 µM. AID 652010. HEK293T StAR-luciferase reporter, SF-1/DAX-1 repression relief. 1.1% of 370,000 active;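 active = inhibition above the mean over all tested compounds plus 3 SD, cut at about 3.6% in these data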;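 also: 0% = DAX-1 cells with DMSO and 100% = cells lacking DAX-1 with DMSO; higher inhibition means more luminescence from relief of DAX-1 repression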
PLC-gamma1 inh – blocks human PLC-gamma1 enzyme activity; 0.84% of 370,000 active; P19174; purified PLC-gamma1, fluorogenic substrate, fluorescence; AID 720700; inhibition, % at 12.2 µM; in the data active = inhibition above about 9.5%
PLCb3 inh – inhibitors of human phospholipase C beta3. Purified PLC-beta3, fluorogenic substrate, fluorescence. 0.18% of 370,000 active. inhibition, % at 12.2 µM. Q01970; in the data active = inhibition above about 11%;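 also: 0% = median of compound wells on plate and 100% = full blocker control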
DAX1 inh-2 – NR0B1 (DAX1) inhibition. P51843. 0.99% of 340,000 active. HEK293 Gal4-DAX1 luciferase reporter, luminescence. AID 504766. inhibition, % at 6.75 µM;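 active = inhibition above the mean over all tested compounds plus 3 SD, cut at about 4.2% in these data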;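 also: 0% = DAX1-transfected cells with DMSO and 100% = empty-vector control cells with DMSO; inhibition shows as a rise in luminescence from relieved DAX1 repression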
Target sequence (P51843 207-470 limits assumed): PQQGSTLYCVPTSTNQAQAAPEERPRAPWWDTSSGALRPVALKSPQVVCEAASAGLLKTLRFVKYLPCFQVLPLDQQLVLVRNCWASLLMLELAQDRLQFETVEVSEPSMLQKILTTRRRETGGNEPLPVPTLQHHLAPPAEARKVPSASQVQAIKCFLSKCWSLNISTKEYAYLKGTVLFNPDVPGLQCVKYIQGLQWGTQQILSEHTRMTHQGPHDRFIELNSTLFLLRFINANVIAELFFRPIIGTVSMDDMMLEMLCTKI
ADAM17 inh – inhibits human ADAM17. 0.83% of 370,000 active. inhibition, % at 6.95 µM. recombinant ADAM17, EDANS/DABCYL FRET peptide cleavage. P78536;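 active = inhibition above the mean of compounds lying between control limits plus 3 SD, set per campaign, cut at about 8.5% in these data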;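 also: 0% = DMSO-only wells as the low control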
Target sequence (P78536 215-824 limits assumed): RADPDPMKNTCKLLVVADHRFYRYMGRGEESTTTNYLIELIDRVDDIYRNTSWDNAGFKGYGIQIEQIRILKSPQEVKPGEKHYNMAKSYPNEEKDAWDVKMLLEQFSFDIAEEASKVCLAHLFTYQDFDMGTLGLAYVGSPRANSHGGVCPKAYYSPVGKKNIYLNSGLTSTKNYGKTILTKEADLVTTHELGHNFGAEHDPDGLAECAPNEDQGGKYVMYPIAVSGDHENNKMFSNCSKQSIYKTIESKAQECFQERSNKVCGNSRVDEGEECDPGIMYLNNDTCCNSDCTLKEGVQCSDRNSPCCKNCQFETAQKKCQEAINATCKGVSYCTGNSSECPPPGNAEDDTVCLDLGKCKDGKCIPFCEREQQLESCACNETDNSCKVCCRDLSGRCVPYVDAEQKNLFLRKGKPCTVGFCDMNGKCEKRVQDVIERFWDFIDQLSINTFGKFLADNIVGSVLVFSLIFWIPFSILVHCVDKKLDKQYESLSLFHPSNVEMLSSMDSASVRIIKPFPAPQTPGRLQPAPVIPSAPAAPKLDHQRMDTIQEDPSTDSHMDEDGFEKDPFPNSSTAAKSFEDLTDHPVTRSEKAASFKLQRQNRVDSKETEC
ssDAF12 agonist – activators of S. stercoralis DAF-12 nuclear receptor | HEK293 ssDAF-12/GRIP1 lit1-tk-luc reporter, luminescence; % of 3 µM dafachronic acid response | activation, % at 6.8 µM | 1% of 370,000 active | AID 652126;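 active = activation above the mean over all tested compounds plus 3 SD, cut at about 0.9% in these data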;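 also: 0% = DMSO-only wells and 100% = 3 µM delta7-dafachronic acid wells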
The depositor's hits bear a star; i = inactive; . = not tested or not shown. No enrichment for hits. Share with any hit: about 7.4%.

SMILES | MBD2 inh | hgDAF-12 ag | Rev-erbA mod | hcDAF-12 act | SMARCA2 activ | DAX1 inh-1 | PLC-gamma1 inh | PLCb3 inh | DAX1 inh-2 | ADAM17 inh | ssDAF12 agonist
C=CCn1c(C)c(C(C)=O)c(N2CCN(c3ccccc3)CC2)nc1=S | 0 | 0.0 | -11 | 0.3 | 0 | -0.2 | -24 | -23 | 1.1 | -5 | -0.8
Cc1cccc(Nc2nnc(SC/C(O)=C(\C#N)c3nc4ccccc4[nH]3)s2)c1 | -5 | 0.1 | -5 | 7.2* | 1 | 0.8 | -74 | -76 | -0.4 | -17 | 1.5*
CCc1ccc(NC(=O)CCNS(=O)(=O)c2cccc3nonc23)cc1 | -2 | -1.9 | -2 | -2.2 | -1 | -0.1 | 2 | -3 | 2.1 | -4 | -1.4
C#CCNC(=O)C[C@H]1C[C@@]2(C(=O)OC)C(=C[C@H](C3CCCC3)O[C@@H]2C)N(CCc2ccc(OC)c(OC)c2)C1=O | -1 | 1.3 | 2 | -0.7 | -2 | 0.3 | 0 | 4 | . | 1 | -1.8
CCOc1ccc(CN2CCN(Cc3c(C)nn(CC)c3C)CC2CCO)cc1 (stereo not given) | -1 | 0.5 | -4 | 1.3 | 4 | 0.6 | 0 | -13 | 0.9 | -5 | -0.8
CCC(C(=O)OCC(=O)Nc1ccc(OC)cc1OC)c1ccccc1 (stereo not given) | -2 | 2.0 | -5 | -0.8 | 1 | -1.2 | 7 | -108 | 1.8 | -2 | -1.9
C/C(=N\NC(=O)c1ccccc1C)c1cccc([N+](=O)[O-])c1 | -5 | 2.1 | -4 | -0.1 | -1 | -0.1 | -1 | 1 | -0.4 | -1 | -0.9
CCOC(=O)C1CCCN(C2CC(=O)N(c3ccc(N4C(=O)CC(N5CCCC(C(=O)OCC)C5)C4=O)cc3)C2=O)C1 (stereo not given) | -4 | 0.8 | 2 | 0.8 | 1 | 0.5 | 0 | 2 | 1.4 | 1 | -1.2
C[C@H](c1ccccc1)N1C[C@@H](COCc2ccccc2)Oc2cc(N3CC[C@H](O)C3)ccc2S1(=O)=O | 4 | 0.6 | 9 | -0.1 | -2 | 1.0 | 1 | -1 | . | 3 | -1.5
CCN1CCN(S(=O)(=O)c2ccc(Cl)c(C(=O)N(C)Cc3cccc(OC)c3)c2)CC1 | -1 | 1.5 | -12 | -0.8 | -1 | -0.1 | 4 | -9 | 2.4 | -5 | -0.3
CCOC(=O)c1cc2c(ccn2C)n1CC(=O)N1CCCC(C)C1 (stereo not given) | -3 | -0.6 | -4 | -0.5 | -1 | -0.8 | -16 | -16 | 1.0 | -3 | -0.8
CCCCN(CC)C(=O)c1cccc(Cl)c1 | -2 | 1.0 | -1 | -1.6 | 1 | 0.8 | 3 | 0 | -1.0 | -2 | -0.4
O=C(CSc1nnc(NC(=O)C2CC(=O)N(c3ccccc3)C2)s1)NCC1CCCO1 (stereo not given) | 2 | -0.7 | -3 | -0.5 | -1 | 1.1 | -3 | -8 | 1.2 | -1 | -0.9
Cc1cc(C)c(NC(=O)C2CCCO2)c(C)c1 (stereo not given) | 0 | -0.3 | 1 | 2.0 | 3 | -0.4 | 0 | -4 | 1.2 | 1 | -1.5
O=S(=O)(CCc1nc2ccccc2[nH]1)c1ccc(Br)cc1 | -8 | -1.8 | 4 | -0.1 | -2 | -0.7 | -2 | 2 | 1.4 | -3 | -0.4
CCOc1cccc(NC(=O)C2CC(=O)N(c3ccc(F)cc3)C2)c1 (stereo not given) | 1 | -2.3 | 0 | 0.4 | 0 | -0.2 | 1 | 1 | 0.8 | 0 | -1.2
CCOc1ccccc1NC(=O)CN(c1ccc(Cl)cc1)S(C)(=O)=O | 2 | -5.0 | 0 | -1.8 | 3 | -0.5 | 4 | -1 | 0.8 | 1 | -1.7
COc1ccc(-c2csc(/C(C#N)=C/Nc3ccc4c(c3)OCCO4)n2)cc1 | -1 | 3.4 | -4 | 2.1 | 2 | -0.7 | -1 | 3 | -0.5 | -148 | -0.3
C=CCn1c(SCCN)nnc1-c1cccc(S(=O)(=O)N2CCOCC2)c1 | -6 | 3.1 | 2 | -0.5 | 4 | 0.9 | 2 | -3 | -0.4 | -5 | -1.2
COc1ccc2nc(C)cc(N/N=C/c3cccc(OC)c3O)c2c1 | -3 | -0.5 | 3 | -1.5 | 27* | 0.1 | -17 | -21 | 0.0 | 1 | -1.4
Cc1c(C(C)(C)O)[nH]c2cc(C(F)(F)F)ccc12 | 2 | 1.7 | 4 | -1.4 | 0 | -0.4 | 0 | -1 | -1.3 | -3 | -1.1
O=C(CSc1nc2ncccc2[nH]1)c1cccc([N+](=O)[O-])c1 | 1 | 0.1 | -3 | 4.1 | -2 | -0.7 | 2 | 3 | -0.4 | 1 | -0.7
O=C(CC1CCOCC1)Nc1ccc(Cl)c(Cl)c1 | 4 | 8.9 | -5 | 2.3 | 1 | 0.7 | -3 | -5 | 1.1 | -4 | 0.1
c1ccc(NC2=Nc3ccccc3CS2)cc1 | -2 | 13* | 0 | 7.2* | 5 | 1.4 | 0 | -4 | 1.5 | 0 | -0.4
COc1ccc(S(=O)(=O)c2ccc(OCC3CO3)cc2)cc1 (stereo not given) | 2 | -1.6 | -1 | -0.9 | 0 | 1.3 | -2 | 1 | 0.0 | -4 | -1.3
(cont.)
SMILES | MBD2 inh | hgDAF-12 ag | Rev-erbA mod | hcDAF-12 act | SMARCA2 activ | DAX1 inh-1 | PLC-gamma1 inh | PLCb3 inh | DAX1 inh-2 | ADAM17 inh | ssDAF12 agonist
CC1(C(=O)NCc2ccccc2)CN(S(C)(=O)=O)CC(=O)N1CCc1ccc(O)cc1 (stereo not given) | 1 | -2.1 | -3 | -0.1 | -2 | -0.5 | 0 | -2 | . | -3 | -0.9
Cc1c(O)c(=O)c2ccccc2n1C | 0 | 0.0 | -2 | -0.6 | -1 | 0.4 | i | i | 1.2 | i | -1.7
O=C(NC(NNc1ccc([N+](=O)[O-])cc1)(C(F)(F)F)C(F)(F)F)c1ccccc1Cl | -5 | 3.2 | -3 | -1.2 | -1 | -1.8 | -2 | -1 | 1.4 | 6 | -1.1
Cc1ccc(-c2c(C(=O)N3CCOCC3)oc(=O)c3ccccc23)cc1 | 8 | -3.2 | 0 | 0.7 | -1 | -0.1 | 0 | 0 | 2.7 | 0 | -1.6
COCCNS(=O)(=O)c1ccc(SC)cc1 | 4 | -0.2 | 2 | -0.3 | 2 | 0.2 | 0 | -1 | -0.8 | -4 | -1.1
CCOc1ccc(N(CC(=O)NN=C2CCN(C)CC2)S(=O)(=O)c2ccc(Br)cc2)cc1 | -3 | -0.2 | -1 | 1.6 | 0 | 0.6 | 5 | -4 | 0.2 | -3 | -0.7
CNC(=S)n1cnc(N)n1 | 3 | 0.7 | -2 | -0.2 | -5 | -0.2 | 6 | -3 | 0.0 | 4 | -1.1
CC(=O)N(c1ccccc1)c1nc(C)cc(C)c1C#N | -3 | 1.0 | -2 | -0.5 | -2 | -0.7 | 2 | 3 | -0.9 | -2 | -0.7
COc1ccc(/C=C/c2cc(O)cc(OC3OC(CO)C(O)C(O)C3O)c2)cc1 (stereo not given) | -1 | 17* | 0 | 6.9* | 3 | 8.8* | -53 | -72 | 0.0 | -12 | -0.4
CCOc1ncccc1C(=O)OCCCC(=O)c1ccc(Br)cc1 | 4 | 4.3 | 0 | -1.1 | -2 | 0.7 | 4 | -11 | 0.2 | 3 | -0.7
COC(=O)c1c(NC(=O)c2ccccc2F)sc(C(=O)N2CCOCC2)c1C | 0 | -1.5 | 0 | 0.7 | 1 | -0.3 | -28 | -44 | -1.2 | -4 | -0.5
CC1(C)Cc2c(sc3[nH]c(=S)n(Cc4ccccc4)c(=O)c23)CO1 | -4 | -0.8 | . | 0.5 | 1 | -0.3 | 1 | 3 | -0.1 | 1 | -1.2
NC(=O)c1ccsc1NC(=O)COC(=O)c1cc(Cl)ccc1O | -1 | 4.9 | -1 | 0.5 | 0 | 1.8 | -18 | -30 | 0.9 | -21 | -0.9
Cn1c(NN)nc2ccccc2c1=O | 0 | 0.8 | 4 | -1.1 | 4 | -0.5 | -2 | 1 | 1.3 | 0 | -1.0
S=C(Nc1ccccc1)N1CCOCC1 | 2 | 1.7 | -2 | 1.3 | 1 | 0.2 | -1 | 0 | -0.3 | -4 | -1.3
COc1ccc(C(=O)Nc2cc(C)nn2-c2ccc(F)cc2)cc1 | -1 | 1.5 | 1 | 0.7 | 2 | -0.4 | 1 | -2 | 2.0 | -1 | -1.2
COc1cccc(C(=O)NC2CCCc3ccccc32)c1 (stereo not given) | -1 | 1.0 | 2 | 0.1 | -2 | -0.6 | 3 | -9 | -0.9 | -4 | -0.5
CCCn1c(C(C)Nc2nc(-c3ccc(C)cc3)cs2)nc2cc(Cl)c(Cl)cc21 (stereo not given) | 1 | 1.0 | 6 | 1.9 | 1 | -0.1 | -1 | 4 | 0.4 | 1 | -0.3
O=C1Nc2ccccc2OC1CC(=O)N1CCOCC1 (stereo not given) | 3 | 2.8 | -6 | 2.5 | 2 | 0.9 | 2 | 4 | 6.0* | -1 | -0.7
O=C(NC(=S)NCc1ccc(-c2nc3ccccc3s2)cc1)c1ccco1 | -7 | -0.5 | -4 | -1.8 | 0 | 0.1 | 0 | -7 | 0.3 | -4 | -1.9
CCN(CC)CCn1c(SCC(=O)NCc2ccccc2)nc2c(sc3ccccc32)c1=O | -4 | -0.6 | 13 | 0.2 | -1 | 0.0 | -4 | -12 | -0.3 | -25 | -1.1
COc1cc(CC2COC(c3ccc(O)c(OC)c3)C2COC(C)=O)ccc1O (stereo not given) | 12 | 0.9 | -20 | 0.1 | -2 | 0.6 | -3 | -2 | 1.4 | -2 | -1.3
COC(=O)c1sc(N2C(=O)C(O)=C(C(=O)c3ccc(C)o3)C2c2ccco2)nc1C (stereo not given) | -2 | -2.7 | -5 | -0.3 | -1 | 0.8 | -16 | -32 | -0.4 | -1 | -1.0
O=C(Nc1ccccc1Cl)OC1CC2CC1[C@H]1CCCCN1[C@H]2Cc1ccccc1 (stereo not given in full) | -2 | 2.9 | 4 | 0.9 | -1 | 0.7 | -3 | -3 | . | -6 | -1.1

5 compounds already listed, sorted by number of heavy atoms, falling:
SMILES | MBD2 inh | hgDAF-12 ag | Rev-erbA mod | hcDAF-12 act | SMARCA2 activ | DAX1 inh-1 | PLC-gamma1 inh | PLCb3 inh | DAX1 inh-2 | ADAM17 inh | ssDAF12 agonist
COC(=O)c1sc(N2C(=O)C(O)=C(C(=O)c3ccc(C)o3)C2c2ccco2)nc1C (stereo not given) | -2 | -2.7 | -5 | -0.3 | -1 | 0.8 | -16 | -32 | -0.4 | -1 | -1.0
Cc1ccc(-c2c(C(=O)N3CCOCC3)oc(=O)c3ccccc23)cc1 | 8 | -3.2 | 0 | 0.7 | -1 | -0.1 | 0 | 0 | 2.7 | 0 | -1.6
CC(=O)N(c1ccccc1)c1nc(C)cc(C)c1C#N | -3 | 1.0 | -2 | -0.5 | -2 | -0.7 | 2 | 3 | -0.9 | -2 | -0.7
COCCNS(=O)(=O)c1ccc(SC)cc1 | 4 | -0.2 | 2 | -0.3 | 2 | 0.2 | 0 | -1 | -0.8 | -4 | -1.1
Cc1c(O)c(=O)c2ccccc2n1C | 0 | 0.0 | -2 | -0.6 | -1 | 0.4 | i | i | 1.2 | i | -1.7
